# Assay outcomes as filed in PubChem.
# NS3 helicase inh: inhibitors of HCV NS3 helicase, primary screen, biochemical, Cy5 molecular beacon fluorescence; NS3 helicase DNA unwinding; inhibition, % at 10.9 µM; 0.56% of 290,000 active;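 active means inhibition above the mean of all tested compounds plus 3 SD, set per campaign, cut at about 35% in these data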;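 further: 0% = DMSO wells and 100% = thioflavine S control wells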
#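 Compound dosing – single dose, 10.9 µM nominal final, DMSO 0.8% final · System – NS3 helicase fragment of HCV · Buffer or medium – MOPS pH 6.5, MgCl2, DTT, Tween20, BSA · Signal – Cy5 beacon fluorescence read at start and 1 h · Also added – annealed dual-labelled DNA beacon duplex, ATP-started · Schedule – 1 h at 25 °C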
# UBC9 SUMO inh: inhibitors of in vitro SUMOylation cascade, primary screen, biochemical, HTRF, uHTS | SUMO-conjugating enzyme UBC9 (Homo sapiens), P63279 | HTRF SUMOylation assay, SAE1/SAE2 + UBC9 | inhibition, % at 35 µM | 0.36% of 290,000 active | AID 2006, 2009; in the data active means inhibition above about 50%, passing the limit was not always enough; further: strong numbers were not always called active
# Target sequence (P63279 whole entry, looked up): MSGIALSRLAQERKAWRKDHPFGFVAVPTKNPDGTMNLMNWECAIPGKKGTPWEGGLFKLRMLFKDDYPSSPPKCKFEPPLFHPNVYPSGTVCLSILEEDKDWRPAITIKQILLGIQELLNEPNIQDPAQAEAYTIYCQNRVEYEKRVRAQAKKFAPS
# MEKK2 WT-MEK5: modulators of MEK5 binding to wildtype MEKK2, primary screen, biochemical, multiplex bead flow cytometry, Alexa488-MEK5. Alexa488-MEK5 binding to MEKK2 WT; actives lie on both sides. binding response (% of control), % at 10 µM. 1.1% of 290,000 active; in the data active means binding response below about 67% or above about 130%
# GalR3 antagonist: GalR3 antagonists in HEK293 cells, primary screen, cell-based, fluorescence readout; Galanin receptor type 3 (Homo sapiens), O60755; HEK293 GalR3-CNG cAMP membrane potential fluorescence; galR3 body fused to GalR1 C-terminus; inhibition, % at 3 µM; 0.44% of 360,000 active;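 active means inhibition above the screen-wide average plus 3 SD, cut at about 13% in these data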;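 further: forskolin and galanin both at EC90 stimulate the cells; cAMP rise reported by CNG channel membrane potential dye signal; 0% = forskolin plus galanin with DMSO and 100% = forskolin alone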
# Target sequence (O60755 1-299 limits assumed): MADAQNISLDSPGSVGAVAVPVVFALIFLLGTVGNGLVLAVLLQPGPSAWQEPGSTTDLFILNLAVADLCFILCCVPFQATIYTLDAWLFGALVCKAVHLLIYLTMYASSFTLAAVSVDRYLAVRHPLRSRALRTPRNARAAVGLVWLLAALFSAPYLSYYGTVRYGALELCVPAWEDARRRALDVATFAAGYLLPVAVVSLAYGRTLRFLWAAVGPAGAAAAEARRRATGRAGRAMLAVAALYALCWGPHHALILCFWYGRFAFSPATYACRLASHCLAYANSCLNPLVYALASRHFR
# CRFR2-BP ag: agonists of CRF-BP/CRF-R2 complex, primary screen, cell-based, HEK293, calcium dye fluorescence, uHTS; 0.46% of 350,000 active; AID 588473, 2011; activation, % at 13.2 µM; calcium dye fluorescence (FLIPR); percent of saturating CRF peptide response;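 active means activation of at least 50%, plus an integration ratio under a set limit after plate pattern correction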;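 further: plate controls were neutral control wells without compound for no effect and CRF at EC100 for full effect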
# MEKK3 PB1 HTS: modulators of MEKK3-MEK5 PB1 binding, primary screen, biochemical, wildtype MEKK3, multiplex bead flow cytometry, Alexa488-MEK5 | AID 1529, 2009 | Mitogen-activated protein kinase kinase kinase 3 (Homo sapiens), Q99759 | binding response (% of control), % at 10 µM | bead-based flow cytometry, Alexa488-MEK5 binding to MEKK3; actives lie on both sides; 0 = blocked by unlabeled MEK5, 100 = vehicle | 1.4% of 290,000 active;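 active means binding response more than 3 SD above or below the average of its plate-row segment, actives on both sides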;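 further: Alexa488 bead fluorescence after subtracting the streptavidin-only scavenger bead signal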
# Target sequence (Q99759 whole entry, looked up): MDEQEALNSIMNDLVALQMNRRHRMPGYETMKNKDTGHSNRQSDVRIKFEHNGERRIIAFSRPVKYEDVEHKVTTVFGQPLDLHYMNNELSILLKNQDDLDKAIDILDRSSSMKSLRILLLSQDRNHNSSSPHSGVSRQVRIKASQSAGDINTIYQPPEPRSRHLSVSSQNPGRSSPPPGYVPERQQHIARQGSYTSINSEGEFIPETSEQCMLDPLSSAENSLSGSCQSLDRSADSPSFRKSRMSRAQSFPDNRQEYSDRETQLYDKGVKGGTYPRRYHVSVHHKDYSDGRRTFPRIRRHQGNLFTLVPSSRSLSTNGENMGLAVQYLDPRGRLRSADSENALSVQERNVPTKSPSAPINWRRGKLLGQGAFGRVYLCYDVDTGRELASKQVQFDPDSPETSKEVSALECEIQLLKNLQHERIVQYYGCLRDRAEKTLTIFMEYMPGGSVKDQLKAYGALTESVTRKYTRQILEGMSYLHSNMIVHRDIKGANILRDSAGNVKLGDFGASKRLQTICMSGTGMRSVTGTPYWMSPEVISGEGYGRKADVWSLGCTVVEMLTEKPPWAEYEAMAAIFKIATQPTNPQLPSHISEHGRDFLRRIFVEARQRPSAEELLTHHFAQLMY
# MEKK2mut PB1 HTS: MEK5 binding signal on mutant MEKK2 PB1, primary screen, biochemical, multiplex bead flow cytometry, Alexa488-MEK5; Alexa488-MEK5 binding to MEKK2 mutant; percent response, % at 10 µM; 0.35% of 290,000 active; AID 1530, 2009; in the data active means percent response above about 24%, passing the limit was not always enough; further: inactives centre near 1; some results filed as inactive read as strong as hits
# FID counter: compounds displacing fluorescent DNA intercalator, primary screen, artefact control for HCV NS3 helicase inhibitor project, biochemical, FID fluorescence; DNA fluorescent intercalator displacement; inhibition, % at 7.9 µM; 0.17% of 290,000 active; AID 1845, 2009; in the data active means inhibition above about 37%;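 further: 0% = vehicle and 100% = reference compound; higher means more ethidium bromide displaced from hairpin DNA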
# CRFR2-BP antag: antagonists of CRF-BP/CRF-R2 complex, primary screen, cell-based, HEK293, calcium dye fluorescence, uHTS; CRF-induced calcium fluorescence; inhibition, % at 11.8 µM; 0.59% of 350,000 active; AID 588475, 2011;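 active means inhibition of the ligand-induced calcium signal above about 50% at the single tested concentration, limit read from the data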
# Numbers without * were called inactive; x = not tested or not shown; [ ] = remark or other dose.
# The first 14 records, ahead of the listing:
SMILES,NS3 helicase inh,UBC9 SUMO inh,MEKK2 WT-MEK5,GalR3 antagonist,CRFR2-BP ag,MEKK3 PB1 HTS,MEKK2mut PB1 HTS,FID counter,CRFR2-BP antag
Fc1cccc(Nc2nc3ccccc3n3cnnc23)c1,-15,8,105,-9,-0.6,103,7,-10,-58
Cc1cc(NC(=O)c2cc(CC(C)C)on2)n(-c2ccccc2)n1,0,19,112,x,-1.2,113,15,-23,11
Cc1ccc(N=C2NC(=O)/C(=C/c3cccnc3)S2)c(C)c1,6,29,102,6,-0.1,93,-2,-30,4
COC(=O)c1ccc(C(=O)OC)c(NC(=S)N2CCCCC2C)c1 (centres undefined),3,16,103,3,-2.8,99,0,2,-23
COc1ccc(Nc2ccc(N3C(=O)CCC3=O)cc2[N+](=O)[O-])cn1,-4,4,99,4,0.1,103,-3,-3,12
CCC(Oc1ccccc1)C(=O)Nc1ccc(S(=O)(=O)Nc2cnc3ccccc3n2)cc1 (centres undefined),9,-4,106,-1,0.1,102,14,-27,8
CCOc1ccc(Nc2c3ccccc3nc3ccccc23)cc1,0,-3,149*,-12,-0.2,104,30,31,13
CC(C)CN1C(=O)c2ccc(NC(=O)c3ccco3)cc2C1=O,4,17,98,-5,4.2,107,3,-2,-3
CSCCC(=O)N1CCN(CC(=O)N2CCCC2)CC1,6,-5,102,-7,-0.4,101,0,-5,-3
Cn1c(=O)c2c3c(sc2n2cnnc12)CCC3,-7,19,100,3,-0.2,99,8,-3,-20
CC(C)NC(=O)CN(C(=O)CCC(=O)Nc1ccccn1)c1ccc(F)c(Cl)c1,-1,-6,99,-2,-1.8,98,-3,-15,-14
CC(C)(C)C(=O)[C@@H]1[C@@H]2C(=O)N(Cc3ccccc3)C(=O)[C@@H]2[C@H]2c3ccccc3C=CN12,4,-2,113,x,x,101,2,-7,x
COc1ccc(/C=N\NC(=O)c2nn(C)cc2Cl)cc1CN1CCOCC1,2,11,98,-12,2.2,95,-2,-8,7
COc1ccc(NC(=O)/C(C#N)=C/c2cc(C)n(-c3ccc(N4CCOCC4)c([N+](=O)[O-])c3)c2C)cc1,2,13,102,-3,9.3,132*,0,2,-35

# The listing, repeating the preview:
SMILES,NS3 helicase inh,UBC9 SUMO inh,MEKK2 WT-MEK5,GalR3 antagonist,CRFR2-BP ag,MEKK3 PB1 HTS,MEKK2mut PB1 HTS,FID counter,CRFR2-BP antag
Fc1cccc(Nc2nc3ccccc3n3cnnc23)c1,-15,8,105,-9,-0.6,103,7,-10,-58
Cc1cc(NC(=O)c2cc(CC(C)C)on2)n(-c2ccccc2)n1,0,19,112,x,-1.2,113,15,-23,11
Cc1ccc(N=C2NC(=O)/C(=C/c3cccnc3)S2)c(C)c1,6,29,102,6,-0.1,93,-2,-30,4
COC(=O)c1ccc(C(=O)OC)c(NC(=S)N2CCCCC2C)c1 (centres undefined),3,16,103,3,-2.8,99,0,2,-23
COc1ccc(Nc2ccc(N3C(=O)CCC3=O)cc2[N+](=O)[O-])cn1,-4,4,99,4,0.1,103,-3,-3,12
CCC(Oc1ccccc1)C(=O)Nc1ccc(S(=O)(=O)Nc2cnc3ccccc3n2)cc1 (centres undefined),9,-4,106,-1,0.1,102,14,-27,8
CCOc1ccc(Nc2c3ccccc3nc3ccccc23)cc1,0,-3,149*,-12,-0.2,104,30,31,13
CC(C)CN1C(=O)c2ccc(NC(=O)c3ccco3)cc2C1=O,4,17,98,-5,4.2,107,3,-2,-3
CSCCC(=O)N1CCN(CC(=O)N2CCCC2)CC1,6,-5,102,-7,-0.4,101,0,-5,-3
Cn1c(=O)c2c3c(sc2n2cnnc12)CCC3,-7,19,100,3,-0.2,99,8,-3,-20
CC(C)NC(=O)CN(C(=O)CCC(=O)Nc1ccccn1)c1ccc(F)c(Cl)c1,-1,-6,99,-2,-1.8,98,-3,-15,-14
CC(C)(C)C(=O)[C@@H]1[C@@H]2C(=O)N(Cc3ccccc3)C(=O)[C@@H]2[C@H]2c3ccccc3C=CN12,4,-2,113,x,x,101,2,-7,x
COc1ccc(/C=N\NC(=O)c2nn(C)cc2Cl)cc1CN1CCOCC1,2,11,98,-12,2.2,95,-2,-8,7
COc1ccc(NC(=O)/C(C#N)=C/c2cc(C)n(-c3ccc(N4CCOCC4)c([N+](=O)[O-])c3)c2C)cc1,2,13,102,-3,9.3,132*,0,2,-35
O=C(NCC1(N2CCOCC2)CCCCC1)c1ccc(Cl)c(S(=O)(=O)NCc2ccco2)c1,2,-19,101,-2,1.5,102,-2,-12,-5
O=C(Cc1ccc(-c2ccccc2)cc1)NCc1ccccc1,-8,19,96,-8,1.8,96,-2,-10,5
COc1ccc(NC(=O)CSc2nc(O)cc(=O)n2-c2ccc(OC)cc2)cc1,24,9,104,-7,-0.7,102,1,-25,-2
CC(C)(C)NC(=O)CCc1ncc(C(F)(F)F)cc1Cl,8,12,102,-1,-2.0,102,-9,-8,-5
Cc1ccc(Oc2ncnc(N)c2[N+](=O)[O-])cc1C,0,11,101,-6,-2.6,100,0,3,6
CCOC(=O)C1CCCN(S(=O)(=O)c2cc(Br)cc3c2N(C(=O)CC)CC3)C1 (centres undefined),-15,-1,103,-6,-0.4,107,-1,-40,1
O=C(CCN1C(=O)c2ccccc2S1(=O)=O)Nc1ccc(Cl)cc1,3,3,97,-1,-0.8,104,-4,-6,-6
CCOC(=O)CSc1nnc(CCc2nc3ccccc3[nH]2)n1C,-3,3,97,-5,0.7,101,-3,-3,-11
CNC(=S)N1C2CCC1CC(NC(=O)NC13CC4CC(CC(C4)C1)C3)C2 (centres undefined),-4,-4,103,-4,-0.1,105,2,-11,11
CC1(C)CC(=O)c2cc(NC(=O)c3ccc(F)cc3)c(=O)oc2C1,3,10,79,-2,-1.3,65,-8,-2,-18

# Compound profiles, as listed above.
# Listed for COc1ccc(NC(=O)CSc2nc(O)cc(=O)n2-c2ccc(OC)cc2)cc1 : NS3 helicase inh: 24; UBC9 SUMO inh: 9; MEKK2 WT-MEK5: 104; GalR3 antagonist: -7; CRFR2-BP ag: -0.7; MEKK3 PB1 HTS: 102; MEKK2mut PB1 HTS: 1; FID counter: -25; CRFR2-BP antag: -2
# Listed for CC1(C)CC(=O)c2cc(NC(=O)c3ccc(F)cc3)c(=O)oc2C1 : NS3 helicase inh: 3; UBC9 SUMO inh: 10; MEKK2 WT-MEK5: 79; GalR3 antagonist: -2; CRFR2-BP ag: -1.3; MEKK3 PB1 HTS: 65; MEKK2mut PB1 HTS: -8; FID counter: -2; CRFR2-BP antag: -18

# (list continues)
SMILES,NS3 helicase inh,UBC9 SUMO inh,MEKK2 WT-MEK5,GalR3 antagonist,CRFR2-BP ag,MEKK3 PB1 HTS,MEKK2mut PB1 HTS,FID counter,CRFR2-BP antag
O=c1c(Cl)cc(Cl)nn1-c1ccccc1,-5,-14,102,-3,0.8,97,-2,-7,-25
O=c1[nH]c2ccc(S(=O)(=O)N3CCCC3)cc2[nH]1,-3,14,103,-3,-0.4,102,1,-1,-7
CCn1c(SCC(=O)Nc2ccc(N3CCOCC3)cc2)nnc1-c1ccc(OC)cc1,-2,5,82,x,-2.5,77,-10,-12,31
COC(=O)c1cc(OC)c(OC)cc1NC(=O)CCc1ccc(C)o1,6,4,102,3,-2.9,103,1,-17,-3
O=C(CCc1ccc(S(=O)(=O)N2CCOCC2)cc1)N1CCCC1,-5,10,107,-6,-0.7,104,7,-4,-7
CC(=O)NCCCC(=O)NNC1CC(=O)N(c2cccc(Cl)c2)C1=O (centres undefined),5,15,104,2,0.9,106,6,-3,-5
Cc1ccc(Nc2nc3ccccc3n3cnnc23)cc1C,-5,16,96,-7,-0.9,98,3,-20,-54
Cc1ccc(OCC(=O)NCCO)c(Br)c1,12,-4,103,1,-4.9,97,0,-1,9
CCOc1cc(NC(=O)c2cccs2)c(OCC)cc1NC(=O)c1ccco1,7,11,88,1,0.9,98,-9,-1,8
O=C1CC(N2CCOCC2)C(=O)N1CCN1C(=O)CC(N2CCOCC2)C1=O (centres undefined),-9,14,2.0*[inhibitor],-8,1.9,2.0*[inhibitor],-16,-1,-10
CCN(CC)c1ccc(/C=N/NS(=O)(=O)c2ccc(CNC(C)=O)cc2)cc1,6,7,109,3,0.9,145*,0,-1,-11
C#CC1(O)CC(C)NCC1(C)CCC#N (centres undefined),4,6,101,-1,2.1,100,14,-5,47
O=C(Cn1nnc(N2CCCCC2)n1)c1ccc(Cl)c(Cl)c1,1,-3,104,1,0.6,102,3,-6,-5
C(=N\Nc1ncnc2nc[nH]c12)/c1cccs1,0,-12,95,-5,2.1,98,-7,-1,-15
CCc1ccc(C(=O)c2cnc3ccc(OC)cc3c2N2CCN(CC)CC2)cc1,-26,12,82,1,1.7,56,-7,4,-33
O=C(CSc1nnc(-c2ccc(Br)o2)n1Cc1ccccc1)c1ccccc1F,-1,6,102,-3,2.0,102,-1,-17,-31
CCOc1ccc(S(=O)(=O)N2CCOCC2)cc1NC(=O)c1ccccc1F,-13,15,102,-9,-0.7,102,0,-31,3
C[N+]1(CC(=O)OCCCc2ccccc2)CCOCC1,10,22,110,0,-2.5,107,6,7,3
CN1C(=O)C2(OCC(CO)([N+](=O)[O-])CO2)c2ccccc21 (centres undefined),-9,-6,91,-10,0.9,91,-4,-9,-16
O=C(OCc1nnc(-c2ccccc2)o1)c1cn(-c2ccccc2)nc1-c1ccccc1,-6,4,113,-1,4.6,115,13,-4,-34
CCCn1c(=N)n(CC(=O)c2ccc([N+](=O)[O-])cc2)c2ccccc21,-8,9,80,1,0.9,62,-10,5,-17
O=C(NCC(=O)N1CCN(c2ccccc2F)CC1)c1ccco1,10,6,99,-7,-0.6,100,4,-6,9
O=C(COC(=O)c1cc(S(=O)(=O)N2CCOCC2)ccc1O)Nc1cc(S(=O)(=O)N2CCCC2)ccc1Cl,4,4,101,-2,14,100,2,1,-4
O=C(c1ccc(N2CCOCC2)cc1)c1cccs1,-5,9,106,-4,-0.4,106,10,-7,18
O=C(O)c1ccc(CNC(=O)c2ccc3c(c2)C(=O)N(Cc2cccnc2)C3=O)cc1,3,19,101,2,2.1,98,2,-18,0
CCC(C)(c1nnnn1-c1c(C)cccc1C)N(N=O)c1ccccc1Cl (centres undefined),1,-9,107,3,-0.1,103,18,-7,6
O=C(CCc1ccc(S(=O)(=O)NCc2ccccc2)cc1)NCc1cccnc1,-1,-1,98,4,0.5,99,-3,-8,5
Cc1cc2nc(-c3ccc(SCc4ccccn4)nc3)[nH]c2cc1C,-19,6,105,-1,-3.8,119,0,-21,-4
Cc1cc(C(=O)CSc2nn3c(=O)c(C(C)(C)C)nnc3s2)c(C)n1-c1ccc(F)cc1,40*,-14,98,3,-0.7,98,0,-12,0
Cc1ccc(C(=O)N2Cc3ccccc3CC2C(=O)O)cc1 (centres undefined),4,8,101,-1,0.7,99,0,-2,-10
CCOC(=O)c1c(N)nn(C(=O)C(C)C)c1-c1ccccc1,11,-14,95,-3,-2.7,101,-1,-1,-5
CCCN(C(=O)CCNC(=O)Cn1cnc2ccccc2c1=O)c1cccc(C)c1,1,-15,100,5,-1.5,100,0,-33,-6

# The list is partial. The share of hits here may be higher or lower than overall.
